BAZ2B block – blocks human BAZ2B; Q9UIF8; AlphaScreen BAZ2B-H3K14Ac peptide displacement; Potency, µM (doses to about 114 µM), inactives show at the highest dose activity change, negative = inhibition, actives largely listed as inhibitors; actives 4.4% (n = 360,000); note: % is set by controls: 0 for no effect and ±100 for the full control effect; nearly all actives have a fitted effect of over 60% in size
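AlphaScreen luminescence quantifies BAZ2B engagement of H3K14Ac peptide; the protein and biotinylated peptide are both at 50 nM final, buffer PBS pH 7.4 with 0.01% Tween-20, all steps at room temperature.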
POLI inh – inhibitors of human DNA polymerase iota | Pol iota fluorescent replication assay, 10 min | Q9UNA4 | Potency, µM (doses to about 115 µM), for the others: at the highest dose activity, negative = inhibition, hits mostly inhibitors | actives 1% (n = 390,000)
Target sequence (Q9UNA4 whole entry, looked up): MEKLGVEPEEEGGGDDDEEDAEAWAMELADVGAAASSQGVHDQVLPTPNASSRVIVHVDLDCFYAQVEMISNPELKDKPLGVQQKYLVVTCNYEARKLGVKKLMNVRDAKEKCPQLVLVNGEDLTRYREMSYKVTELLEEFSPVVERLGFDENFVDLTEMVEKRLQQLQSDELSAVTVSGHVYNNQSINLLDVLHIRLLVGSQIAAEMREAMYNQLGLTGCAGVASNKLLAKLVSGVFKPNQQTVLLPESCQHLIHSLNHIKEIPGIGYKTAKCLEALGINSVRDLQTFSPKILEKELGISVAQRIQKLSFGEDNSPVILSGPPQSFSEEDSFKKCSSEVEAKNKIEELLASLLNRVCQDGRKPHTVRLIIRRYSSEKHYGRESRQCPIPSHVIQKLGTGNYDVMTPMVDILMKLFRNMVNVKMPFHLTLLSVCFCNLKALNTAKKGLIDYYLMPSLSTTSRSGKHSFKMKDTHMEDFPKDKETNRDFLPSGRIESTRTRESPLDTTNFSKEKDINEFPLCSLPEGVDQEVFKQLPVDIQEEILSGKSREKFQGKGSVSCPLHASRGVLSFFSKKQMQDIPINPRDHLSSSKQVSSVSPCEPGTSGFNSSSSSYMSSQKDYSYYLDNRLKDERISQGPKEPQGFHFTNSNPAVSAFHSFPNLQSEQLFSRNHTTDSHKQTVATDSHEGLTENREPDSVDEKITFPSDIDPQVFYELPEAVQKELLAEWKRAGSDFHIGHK
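Pol iota at 10 nM preincubated 15 min with compounds at room temperature; reaction started with fluorescent substrate, 50 nM final. Fluorescence read kinetically at 0 and 10 min; buffer-only wells as negative control.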
POLH inh – inhibitors of human DNA polymerase eta. Potency, µM (doses to about 114 µM), without a hit: top-dose activity change, negative = inhibition, hits mostly inhibitors. recombinant Pol eta, fluorescent DNA replication assay. actives 1.2% (n = 390,000). AID 588591; note: % is set by controls: 0 for no effect and ±100 for the full control effect
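Pol eta (10 nM) was preincubated with compounds for 15 min at room temperature, after which fluorescent replication substrate (50 nM final) was added to start the reaction. Fluorescence was read kinetically at 0 and 10 min.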
BLM helicase inh – blocks DNA unwinding by human BLM helicase; AID 2528; recombinant BLM DNA unwinding, fluorescence dequenching; P54132; Potency, µM (doses to about 56.1 µM), for the others: at the top dose activity change, negative = inhibition, actives largely listed as inhibitors; actives 0.2% (n = 350,000);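 note: plate controls were vehicle for no effect and no enzyme for full effect; nearly all actives have a fitted effect of over 35% in size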
Pol beta inh – blocks human DNA polymerase beta activity. P06746. AID 485314. Pol beta primer extension/strand displacement, fluorescence kinetic. Potency, µM (doses to about 114 µM), for the others: at the top dose activity change, negative = inhibition, actives largely listed as inhibitors. actives 1.3% (n = 340,000); note: % is set by controls: 0 for no effect and ±100 for the full control effect
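10 nM enzyme + cpd, 15 min RT; start with substrate 50 nM final; read 0 min and after 10 min RT. Corrected, normalized data; 4-parameter Hill curve fit.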
APEX1 inh – APE1 (human) endonuclease inhibition; P27695; recombinant APE1, TAMRA/BHQ-2 abasic DNA cleavage fluorescence; Potency, µM (titrated, usually from 65.8 µM), for the others: top-dose activity change, negative = inhibition, hits mostly inhibitors; actives 0.35% (n = 350,000);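 note: plate controls were vehicle for no effect and reference inhibitor for full effect; nearly all actives have a fitted effect of over 55% in size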
Target sequence (P27695 whole entry, looked up): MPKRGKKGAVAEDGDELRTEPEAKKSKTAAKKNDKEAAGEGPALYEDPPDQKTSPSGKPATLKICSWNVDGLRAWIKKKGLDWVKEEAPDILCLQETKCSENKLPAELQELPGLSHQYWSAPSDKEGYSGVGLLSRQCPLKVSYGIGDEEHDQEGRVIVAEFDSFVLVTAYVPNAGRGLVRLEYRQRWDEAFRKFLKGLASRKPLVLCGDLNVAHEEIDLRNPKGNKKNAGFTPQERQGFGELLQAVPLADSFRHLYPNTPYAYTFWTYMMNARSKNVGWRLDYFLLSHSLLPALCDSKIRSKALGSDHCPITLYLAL
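APE1 at 0.75 nM preincubated 15 min at room temperature with compound. Reaction then started with 50 nM double-stranded THF-abasic substrate labelled with TAMRA/BHQ-2, and 525/598 nm fluorescence read kinetically. Activity taken as third-minus-first read difference, normalized to DMSO and NSC13755 controls.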
Pol kappa inh – blocks human DNA polymerase kappa activity; Potency, µM (titrated, usually from 107 µM), for inactives: at the highest dose activity, negative = inhibition, usual class: inhibitors; purified Pol kappa, fluorescent DNA synthesis assay, 10 min; actives 0.53% (n = 400,000); note: % is set by controls: 0 for no effect and ±100 for the full control effect
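Kinetic fluorescence readout at 0 and 10 min followed reaction start with substrate at 50 nM final. Beforehand, enzyme (10 nM Pol kappa) stood 15 min with compound at room temperature; buffer-only wells were negative controls.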
JMJD2A Tudor inh – JMJD2A Tudor domain (human) inhibition; actives 4.4% (n = 390,000); AlphaScreen JMJD2A-Tudor / H3K4me3 peptide binding; Potency, µM (titrated, usually from 114 µM), for the others: at the top dose activity change, negative = inhibition, usual class: inhibitors; O75164; note: % is set by controls: 0 for no effect and ±100 for the full control effect; nearly all actives have a fitted effect of over 50% in size
G9a block – G9a (human) methyltransferase inhibition; actives 8.8% (n = 350,000); AID 504332; Q96KQ7; G9a H3K9 monomethylation, AlphaScreen, 2 h; Potency, µM (top dose mostly 102 µM), without a hit: top-dose activity, negative = inhibition, hits mostly inhibitors; note: % is set by controls: 0 for no effect and ±100 for the full control effect; nearly all actives have a fitted effect of over 75% in size
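Chemiluminescent proximity detection of H3K9 monomethylation, read after 10 min bead incubation in the dark. Reaction: 20 nM G9a, 500 nM biotin-H3K9 peptide, 20 uM SAM cofactor, 2 h, room temperature, following 15 min enzyme-compound preincubation.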
* marks the source's active call; other numbers are inactive results; ? = inconclusive; / = not tested or not shown; & = joins results of further samples; [ ] = dose if it differs, or a comment. Calls come from the whole dose curve; as a rule, active = well fitted curve in the direction sought with a large enough effect; inconclusive = small, poorly fitted or top-dose-only effect, or another doubt; inactive = no such curve, though single readings can be large; an effect the other way counts as inactive or inconclusive. Potency is the fitted concentration of half-maximal effect. A portion of the library; rates above refer to the full screens.

[1] O=C(c1cc(F)ccc1F)C1CCCN(C(=O)c2ccco2)C1 (configuration not stated)
[2] COc1cccc(C(=O)N(Cc2cccnc2)c2nc3c(OC)ccc(C)c3s2)c1OC
[3] Cc1ccc(-c2cc3cccc[n+]3cc2-c2ccc(C)cc2)cc1
[4] Cc1c(Cl)cccc1NC(=S)NCc1cccn1C
[5] CCN(CC)CCCOC(=O)C1(c2ccccc2)CCCC1
[6] COc1ccc(-c2csc(NC(=O)c3cccc(N4C(=O)CCC4=O)c3)n2)cc1OC
[7] Nc1cc(N)nc(SCC(=O)Nc2ccccc2)n1
[8] O=C(NCC1CCCN(Cc2ccccc2F)C1)c1cccc(C(F)(F)F)c1 (configuration not stated)
assay / entry	1	2	3	4	5	6	7	8
BAZ2B block	-4%	?	3%	?	-19%	-7%	10%	2%
POLI inh	84%[activator]	-5%	18%	6%	2%	1%	-4%	8%
POLH inh	-7%	-18%	1%	-9%	-8%	-16%	-9%	-22%
BLM helicase inh	-4%	-11%	35%[activator]	0%	0%	/	4%	-4%
Pol beta inh	7%	?	0%	-7%	-3%	/	5%	-9%
APEX1 inh	-6%	/	-8%	0%	4%	-7%	-4%	9%
Pol kappa inh	2%	-8%[60.1 µM]	3%	-1%	-2%	-8%	13%	-16%
JMJD2A Tudor inh	0%	?	-17%	?	1%	-24%	3%	-15%
G9a block	-31%	?	15%[59 µM]	?	-50%[59 µM]	4%[12.7 µM]	7%[59 µM]	-3%

[9] Cc1nn(Cc2ccc([N+](=O)[O-])cc2)c(=O)n1-c1c(F)cccc1F
[10] Cc1ncc(CO)c(C=O)c1O
[11] CCC1CCCCN1C(=O)Cn1c(C(=O)OC)cc2ccsc21 (configuration not stated)
[12] Cc1nn(Cc2ccc(C(=O)O)o2)c(C)c1[N+](=O)[O-]
[13] O=C(NCC1CCCO1)c1ccc2c(c1)OCO2 (configuration not stated)
[14] CCC(C)NC(=O)CC(NS(=O)(=O)c1ccc(C)cc1)c1ccc(OC)cc1 (configuration not stated)
[15] CCOc1ccc(S(=O)(=O)NCC2CCCO2)cc1 (configuration not stated)
[16] O=c1nc2n(CCO)c3ccccc3cc-2c(=O)[nH]1
assay / entry	9	10	11	12	13	14	15	16
BAZ2B block	12%	/	10%	-18%	10%	-1%	-1%	/
POLI inh	10%	/	-8%	31%[activator]	-1%	-21%	-18%	15%
POLH inh	3%	/	8%	5%	-7%	-15%	-2%	-18%
BLM helicase inh	0%	-3%&1%&-4%	2%	3%	0%	3%	-2%	/
Pol beta inh	-8%	/	14%	7%	24%	14%	15%	/
APEX1 inh	1%	-2%&17%&1%	-2%	-1%	-7%	6%	2%	/
Pol kappa inh	-15%	19%[60.1 µM]	-9%	-9%	-6%	-5%	3%[60.1 µM]	-17%
JMJD2A Tudor inh	-4%	/	-7%	-8%	-1%	-9%	-1%	-17%
G9a block	21%[59 µM]	?	12%[59 µM]	-20%	2%[59 µM]	21%	19%[59 µM]	/

[17] CSCCC(NC(=O)COc1ccccc1)C(=O)OC(C)C(=O)Nc1ccccc1C (configuration not stated)
[18] CCOC(=O)C1Oc2ccccc2C(c2ccc(F)cc2)=C1C(=O)OC (configuration not stated)
[19] Cc1ccc(-c2nc3ncccc3o2)cc1NC(=O)Cc1ccc(Cl)cc1
[20] C=CCNc1nnc(SC2CC(=O)N(c3ccc(OC)cc3)C2=O)s1 (configuration not stated)
[21] Cc1ccc(NC(=O)CCS(=O)(=O)c2ccc(Br)cc2)nc1
[22] Cc1nc2c(oc3ccc(Cl)cc32)c(=O)[nH]1
[23] O=c1ccn(Cc2ccccc2)cc1
[24] O=C(Nc1ccc(S(=O)(=O)NC2=NCCCCC2)cc1)c1cccs1
assay / entry	17	18	19	20	21	22	23	24
BAZ2B block	13%	/	51%[activator]	-7%	8%	4%	5%	/
POLI inh	14%	29%	-4%	-13%[58.9 µM]	4%	12%	8%	1%
POLH inh	-11%	-19%	-12%	-12%	-1%	34%[activator]	-16%	-10%
BLM helicase inh	/	-12%[75.6 µM]	-7%	-2%	0%	2%	-3%	/
Pol beta inh	/	/	46%	3%	3%	-13%	28%	/
APEX1 inh	-10%	-9%&-2%	0%	0%	4%	-10%	1%	8%
Pol kappa inh	-3%	-16%&-7%	-9%	-10%	-8%	-5%	16%	-16%
JMJD2A Tudor inh	-12%	1%	-1%	45µM*	20µM*	-14%[11.4 µM]	-3%	-19%
G9a block	-49%	49%	-7%[59 µM]	8.9µM*	8%	/	29%[59 µM]	/

Record cards (already shown). Order of values: BAZ2B block | POLI inh | POLH inh | BLM helicase inh | Pol beta inh | APEX1 inh | Pol kappa inh | JMJD2A Tudor inh | G9a block
Entry for `O=C(NCC1CCCN(Cc2ccccc2F)C1)c1cccc(C(F)(F)F)c1` (configuration not stated) = 2% | 8% | -22% | -4% | -9% | 9% | -16% | -15% | -3%
Entry for `Cc1nn(Cc2ccc(C(=O)O)o2)c(C)c1[N+](=O)[O-]` = -18% | 31%[activator] | 5% | 3% | 7% | -1% | -9% | -8% | -20%
Entry for `Cc1c(Cl)cccc1NC(=S)NCc1cccn1C` = ? | 6% | -9% | 0% | -7% | 0% | -1% | ? | ?

Remaining list, next part:
[25] Cc1noc(Cn2c(=O)c3ccccc3n(CC(=O)Nc3ccc(Cl)cc3)c2=O)n1
[26] CC1(C)CC(=O)C2=C(C1)N(Cc1ccco1)C(=O)C2(O)C(F)(F)F (configuration not stated)
[27] COC(=O)CC/C(C)=N\Nc1ccc([N+](=O)[O-])cc1[N+](=O)[O-]
[28] COC(CNC(=O)c1ccc2c(=O)n(Cc3ccc4c(c3)OCO4)c(=S)[nH]c2c1)OC
[29] O=S1(=O)CCO[C@H]2Cc3ccccc3[C@H]2N1Cc1ccc(Cl)cc1
[30] CC(NCc1ccncc1)C12CC3CC(CC(C3)C1)C2 (configuration not stated)
[31] Cc1ccc(-c2noc(CNC(=O)c3ccc(C)c(Cl)c3)n2)cc1
[32] CCCn1c(SCC(=O)NCc2ccco2)nnc1-c1ccncc1
assay / entry	25	26	27	28	29	30	31	32
BAZ2B block	0%	-23%	-8%	7%	0%[57.1 µM]	?	6%	-15%
POLI inh	20%	-2%	0%	6%	-22%&17%	78%[activator]	9%	-6%
POLH inh	-1%	-1%	-2%	0%	-12%	12%	?	-7%
BLM helicase inh	-2%	-1%	-2%	-1%	-5%	2%	-6%	-1%
Pol beta inh	2%	28%	9%	27%	-10%	-5%	19%	3%
APEX1 inh	/	-5%	-5%	-14%	46%[activator]	-3%	/	-6%
Pol kappa inh	3%	-7%	1%	-18%	-1%&-7%	-4%	41%	-3%
JMJD2A Tudor inh	4%	-22%	-16%	-4%	-6%	-9%	2%	-12%
G9a block	?	-49%	-25%[59 µM]	42%	41%[activator]	-40%	5%[59 µM]	1%

[33] Cc1ccc(C(=O)NNc2cc(=O)n(C)c(=O)n2C)cc1C
[34] C=Cc1ccc(C2=CC(=O)C[C@H](c3ccc(OC)cc3)C2)cc1
[35] COc1ccc(CCNC(=O)CSc2nnnn2Cc2ccc3c(c2)OCO3)cc1OC
[36] O=C(COC(=O)c1cccnc1Cl)c1ccc(F)cc1
[37] Cc1ccccc1C(O)c1ccccn1 (configuration not stated)
[38] CSc1ccccc1OCc1cc(C(=O)NCc2csc(C(C)C)n2)no1
[39] CC1(C)CC2CC(C)(CN2c2ncnc3ccc(Br)cc23)C1 (configuration not stated)
[40] O=C(c1cccc(S(=O)(=O)Nc2ccc(Br)cc2)c1)N1CCCC1
assay / entry	33	34	35	36	37	38	39	40
BAZ2B block	6%	13%	/	-13%	1%	-11%	-2%	6%
POLI inh	19%	-15%	-2%	11%	0%[58.9 µM]	34%[activator]	3%	15%
POLH inh	-14%	-7%	-16%	-3%	-10%	-26%	-27%	-21%
BLM helicase inh	-2%	/	-1%	-5%	-1%	-11%	-2%	/
Pol beta inh	20%	/	20%	46%	-7%	-12%	-4%	/
APEX1 inh	1%	-5%	2%	2%	-4%	-5%	6%	2%
Pol kappa inh	2%	-22%	-2%	4%	0%	-22%	-8%	-12%
JMJD2A Tudor inh	-7%	-8%	-8%	1%	-18%	-24%	-1%	-2%
G9a block	14%	13%[2.33 µM]	-12%[59 µM]	5%	-11%[59 µM]	7%	30%	10%[59 µM]

[41] Cc1onc(-c2ccccc2)c1C(=O)Nc1cccc(S(=O)(=O)NC2=NCCC2)c1
[42] CCOc1cc(NC(=O)c2ccccn2)c(OCC)cc1NC(=O)CC(C)C
[43] C[C@@H](NC(=O)c1nc[nH]c1C(=O)NCC(=O)OCc1ccccc1)c1ccccc1
[44] CCOc1ccc(C(=O)/C=C/c2cn(CN3CCN(C)CC3)c3ccccc23)cc1
[45] Cc1ccc(S(=O)(=O)CC(=O)Nc2ccc(Cl)cn2)cc1
assay / entry	41	42	43	44	45
BAZ2B block	4%	7%	0%	-3%	-20%
POLI inh	-10%	16%	24%	-2%	100%[activator]
POLH inh	-8%	-16%	?	-6%	-2%
BLM helicase inh	/	1%	-10%	-13%	-5%
Pol beta inh	/	1%	7%	10%	3%
APEX1 inh	1%	1%	17%	-7%	3%
Pol kappa inh	-21%	-8%	-23%	-10%	-3%
JMJD2A Tudor inh	-18%	20µM*	?	-13%	-8%
G9a block	-8%[2.33 µM]	11%[59 µM]	-10%	59%[activator][59 µM]	10%

Values by screen from the entries so far.
POLH inh for nos. 22 to 30, in order: 34%[activator], -16%, -10%, -1%, -1%, -2%, 0%, -12%, 12%

Look-ups from the results shown:
JMJD2A Tudor inh, `COc1ccc(-c2csc(NC(=O)c3cccc(N4C(=O)CCC4=O)c3)n2)cc1OC` reads -24%
G9a block, `CCCn1c(SCC(=O)NCc2ccco2)nnc1-c1ccncc1` reads 1%
